Compound activity as filed in PubChem BioAssay.
mHTT CaM bind: disrupts binding of mutant huntingtin to calmodulin. hit rate 3.6% among 190,000. inhibition, % at 15 µM. AlphaScreen His-mHTT/GST-CaM binding, luminescence. AID 1671202;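 also: 0% = both proteins with DMSO and 100% = one protein alone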
Pf apPOL block: Pf-apPOL DNA polymerase inhibition; Recombinant Pf-apPOL, molecular beacon fluorescence, 1.5 h; inhibition, % at 10 µM; hit rate 0.25% among 210,000; AID 1794808
* marks the source's active call; other numbers are inactive results; . = not tested or not shown; & = joins results of further samples. Rule as the data show it: active = inhibition above about 50%; inactive = the rest.

1. N#CC1=C(N)Oc2n[nH]c(-c3ccc(Br)cc3)c2C1c1cccnc1 (stereo not given)
2. CC1CCN(C(=O)CNS(=O)(=O)c2ccc(Br)s2)CC1
3. Cc1cc(F)ccc1N1CCC(C(=O)NCCN2CCOCC2)C1=O (stereo not given)
4. Fc1cccc(-c2nc(-c3cn(-c4ccccc4)nn3)no2)c1
5. CN(C)c1cccc(C(=O)N2CCc3c(c(C(=O)NCc4ccccc4)nn3C)C2)c1
6. CC1CCCCN1CC(O)COc1ccccc1C(C)(C)C (stereo not given)
7. CCCNc1nc(CC)nc2c1cnn2-c1ccccc1Cl
8. COc1ccc(C(=O)N2CCC(C(=O)Nc3ccc(Br)cc3)CC2)cc1OC

screen / no. | 1 | 2 | 3 | 4 | 5 | 6 | 7 | 8
mHTT CaM bind | 11 | -6 | -3 | -5 | 50* | -8 | 5 | 14
Pf apPOL block | -3 | -2 | 1 | 1 | -5 | -2 | -4 | -5

9. O=C(Nc1ccccc1)N1CCCCCC1c1cccs1 (stereo not given)
10. O=C(NCc1nnc2c(Cl)cc(C(F)(F)F)cn12)c1ccccc1
11. Cc1cc(C2CCCN2C(=O)NCC(C)C)on1 (stereo not given)
12. COc1ccc(C2=NOC(C(=O)N(C)Cc3ccccc3)C2)cc1OC (stereo not given)
13. NNC(=O)CNC(c1ccccc1)c1cc(Br)ccc1N (stereo not given)
14. CNS(=O)(=O)c1ccccc1S(=O)(=O)c1ccccc1C(=O)O
15. COc1ccccc1-n1ccn2cc(-c3cc(C)ccc3C)nc2c1=O
16. Cc1nn(C)cc1CN1CCCC(c2nncn2C(C)C)C1 (stereo not given)

screen / no. | 9 | 10 | 11 | 12 | 13 | 14 | 15 | 16
mHTT CaM bind | -8 | . | 4 | 21 | 9 | . | -2 | 3
Pf apPOL block | -1 | -2 | -1 | -2 | -3 | -2&5 | -12 | 3

17. CCOc1cc2c(cc1OCC)C1CC(=O)N(c3ccc(Cl)cc3)C(=O)N1CC2 (stereo not given)
18. Cc1cc(C)c2c(=O)cc(C(F)(F)F)oc2c1[N+](=O)[O-]
19. O=C1CSC(c2cccnc2)N1c1ccc(F)cc1 (stereo not given)
20. CCOc1ccc(S(=O)(=O)N(CC)CC)cc1-c1nc2c(C(C)(C)C)nn(C)c2c(=O)[nH]1
21. Cc1nn(-c2ccc(C(=O)N3CCN(c4ccccn4)CC3)cc2)c2c1C(=O)CC(C)(C)C2
22. CCOc1ccccc1NC(=O)C1c2cc(OC)c(OC)cc2C(=O)N(C)C1c1cccnc1 (stereo not given)
23. Cc1ccc(OCCCn2ccnc2)c(Br)c1
24. O=C(Cc1csc(-n2cccc2)n1)NCCc1cccs1

screen / no. | 17 | 18 | 19 | 20 | 21 | 22 | 23 | 24
mHTT CaM bind | 10 | 0 | -2 | -2 | 16 | 5 | 5 | 4
Pf apPOL block | 1 | -3 | -3 | -10 | -1 | -7 | -1 | -8

25. O=C(O)COCC(=O)N1CCN(C(c2ccccc2)c2ccccc2)CC1
26. Fc1cccc(CN2CCc3nc(Nc4ccc5c(c4)OCO5)ncc3C2)c1
27. Cc1cc(Cl)c(OCCCN2CCOCC2)c(Br)c1
28. Cc1ccc2c(c1)C(N1CCCN(C(=O)C(C)C)CC1)=Nc1ccccc1O2
29. CC(Oc1ccccc1)C(=O)NC12CC3CC(CC(C3)C1)C2 (stereo not given)
30. COc1ccc(CC(C)(O)CNC(=O)NC2CCCCC2)cc1 (stereo not given)
31. OCc1ccc(-c2nn(Cc3ccccc3)c3ccccc23)o1
32. CC(C)C(C(=O)Nc1ccc(I)cc1)N1C(=O)c2ccccc2C1=O (stereo not given)

screen / no. | 25 | 26 | 27 | 28 | 29 | 30 | 31 | 32
mHTT CaM bind | . | 18 | -3 | 21 | -5 | -4 | . | 8
Pf apPOL block | -6 | -5 | -5 | -3 | -7 | -1 | -3 | 2

33. CCN(CC)CCn1cnc2c(=O)oc3ccccc3c21
34. CC(=O)Nc1nnc(SCC(=O)Nc2cc(C(F)(F)F)ccc2Cl)s1
35. N=c1nc2n(c3ccccc13)CC(O)=C2c1ccccc1
36. O=C1c2ccc([N+](=O)[O-])cc2C(=O)N1c1ccc(-c2nc3ccccc3[nH]2)cc1
37. COc1cccc(CNC(=O)C2(C)CCCN(C(=O)c3ccc(F)cc3)C2)c1 (stereo not given)
38. O=C(CCS(=O)(=O)Cc1ccccc1F)NCCCN1CCCCCC1
39. Cc1ccc(S(=O)(=O)Nc2cccc3ccc(-n4nc(C)cc4C)nc23)cc1
40. Cc1ccccc1CNC(=O)C1(C)CCCN(C(=O)Nc2ccc(F)c(Cl)c2)C1 (stereo not given)

screen / no. | 33 | 34 | 35 | 36 | 37 | 38 | 39 | 40
mHTT CaM bind | 3 | -2 | 16 | 14 | 0 | 4 | 1 | 14
Pf apPOL block | -5 | -3 | . | 4 | -2 | -16 | 60* | 0

Individual results from the entries so far:
Result for entry 35 in mHTT CaM bind: 16
Result for entry 34 in mHTT CaM bind: -2
Result for entry 40 in mHTT CaM bind: 14

Going on with the list:
41. Cc1ccc(OCCCCN2CCOCC2)c(C)c1
42. O=C(O)CCCCCNS(=O)(=O)c1ccc(Cl)c(C(F)(F)F)c1
43. Cc1ccc(-c2nc(C=Nc3cccc(C)n3)c(O)o2)cc1
44. CCN(CCN1C(=O)c2ccccc2C1C(=O)NC1CCCCCC1)c1ccccc1 (stereo not given)
45. Cc1cccc(C=C2Oc3cc(OC(=O)c4ccco4)ccc3C2=O)c1
46. O=C(Nc1cc(Cl)cc(Cl)c1)c1cc(S(=O)(=O)N2CCc3ccccc3C2)ccc1F
47. N#Cc1c(C(F)(F)F)cc(-c2ccccc2)nc1SCC(=O)Nc1ccc(C(N)=O)cc1
48. CCC(=O)N1c2ccc(S(=O)(=O)NC(C)C)cc2CC1C (stereo not given)

screen / no. | 41 | 42 | 43 | 44 | 45 | 46 | 47 | 48
mHTT CaM bind | 4 | 0 | 4 | 32 | 16 | -5 | -7 | 0
Pf apPOL block | -4 | 0 | -1 | -17 | -6 | 0 | 4 | -1

49. COc1ccccc1NC(NC(=O)C(C)C)C(Cl)(Cl)Cl (stereo not given)
50. CCc1nc(C)cn1S(=O)(=O)c1cc(OC)c(C)cc1C
51. ClC1(Cl)CC1Cn1c(Cc2ccccc2)nc2ccccc21 (stereo not given)
52. CC(Oc1ccccc1)C(=O)N1CCCC1 (stereo not given)
53. CC1CC(C)CN(S(=O)(=O)N2CCCC(C(=O)NC3CCCC3)C2)C1 (stereo not given)
54. O=C(CC1SCCNC1=O)Nc1ccc(Cl)c(Cl)c1 (stereo not given)
55. Cc1ccc(NC(=O)C2CC(=O)N(c3ccc4oc(C)nc4c3)C2)c(F)c1 (stereo not given)
56. COc1cc(OC)cc(C(=O)Nc2cc(Cl)c(OC)cc2OC)c1

screen / no. | 49 | 50 | 51 | 52 | 53 | 54 | 55 | 56
mHTT CaM bind | -1 | -3 | -10 | 4 | 1 | 12 | 9 | -1
Pf apPOL block | 1 | -6 | 0 | -2 | -16 | 7 | -1 | -1

57. Cc1cccc(Cc2c(C)nc(C)nc2N2CCN(C(=O)c3ccccc3F)CC2)c1
58. Nc1nc(-c2ccccc2Cl)cs1
59. O=C(c1ccccc1OCC1CCN(C(=O)C2(c3ccccc3)CC2)CC1)N1CCCC1
60. CCN(CC)C(=O)CC[C@H]1CC[C@]2(CCCN(Cc3ccc(N(C)C)cc3)C2)O1
61. COc1cccc(I(OC(C)=O)OC(C)=O)c1
62. COc1cc(OC)c2cc[nH]c2c1
63. Cc1cc(Cl)ccc1OCCCC(=O)NN1CCOCC1
64. O=C1Nc2ccc(I)cc2C1=O

screen / no. | 57 | 58 | 59 | 60 | 61 | 62 | 63 | 64
mHTT CaM bind | 21 | 5 | 25 | 4 | . | 12 | 5 | 18
Pf apPOL block | 0 | 2 | -3 | -3 | -12 | . | 2 | -2

Overlap with the part before: two entries, then new ones.
63. Cc1cc(Cl)ccc1OCCCC(=O)NN1CCOCC1
64. O=C1Nc2ccc(I)cc2C1=O
65. Cc1nc2cc(-c3noc(-c4ccccn4)n3)ccc2o1
66. COc1cccc(CN2CC(C(=O)N3CCCC3)CC2=O)c1 (stereo not given)
67. Brc1coc2ccccc12
68. CCc1cc2c(=O)c(-c3nc(C)cs3)coc2c(CN2CC3CC(C2)c2cccc(=O)n2C3)c1O (stereo not given)
69. O=C(NC1CC2CC1N(C(=O)c1ccccc1)C2)c1cccnc1 (stereo not given)
70. N#Cc1ccc(N2C=C(C(=O)N3CCCC3)S(=O)(=O)c3ccc(Cl)cc32)cc1
71. Nc1c(C(=O)NCc2ccco2)nnn1Cc1ccccc1Cl
72. COc1ccc(C2C(C#N)=C(N)Oc3cc(C)oc(=O)c32)cc1Cn1cc([N+](=O)[O-])cn1 (stereo not given)

screen / no. | 63 | 64 | 65 | 66 | 67 | 68 | 69 | 70 | 71 | 72
mHTT CaM bind | 5 | 18 | -7 | 5 | -22 | 13 | 0 | 1 | -2 | 11
Pf apPOL block | 2 | -2 | 2 | -12 | . | -23 | -5 | 1 | -8 | -3

73. Cc1oc(C2CCN(C(=O)Nc3cccc(Cl)c3C)CC2)nc1C(=O)N(C)C
74. Cc1ccc(C)c(OCC(=O)N2CCN(c3ccccn3)CC2)c1
75. COc1ccccc1/C=C1\N=C(c2ccccc2Br)OC1=O
76. CC(=O)c1cccc(NC(=O)c2ccc(Br)o2)c1
77. CC1CCN(CCNC(=O)c2cc3cn(C4CC4)cc3s2)CC1
78. COc1ccccc1NC(=O)Nc1nnc(-c2cccc(F)c2)s1
79. N#CC(c1ccc(O)cc1)N1CCCCC1 (stereo not given)
80. CC(=O)N(C)c1ccc(NC(=O)c2ccc(Cl)c(Cl)c2)cc1

screen / no. | 73 | 74 | 75 | 76 | 77 | 78 | 79 | 80
mHTT CaM bind | -2 | 1 | 1 | -5 | 21 | -8 | -5 | 0
Pf apPOL block | -4 | 2 | -6 | 6 | 0 | -85 | -1 | -2

81. CC1(C)Nc2ccccc2-c2nnnn21
82. Cc1ccc(C)c(NC(=O)COc2nc(C)nc3ccccc23)c1
83. O=C(Nc1nc2ccc([N+](=O)[O-])cc2s1)C(Cl)Cl
84. CS(=O)(=O)Nc1ccc(C2(C(=O)NCc3cccc(Cl)c3)CCCCC2)cc1
85. Cc1c(C(=O)NN2CCN(C)CC2)cccc1[N+](=O)[O-]
86. Cc1ccc2[nH]c(=O)c(-c3nc(-c4ccc(F)c(F)c4)no3)c(O)c2c1
87. O=c1cc(-c2ccccc2)nc(SCCOc2ccccc2)[nH]1
88. CCN1c2ccc(C)cc2C(=O)NC12CCN(C(=O)c1ccc(F)c(F)c1)CC2

screen / no. | 81 | 82 | 83 | 84 | 85 | 86 | 87 | 88
mHTT CaM bind | 4 | -1 | 0 | -15 | -4 | -5 | -4 | 1
Pf apPOL block | . | 3 | -4 | -3 | 0 | -1 | -7 | -4

Down the list, quoted from above:
Entries 72 to 76 in Pf apPOL block: -3, -4, 2, -6, 6
Entries 72 to 76 in mHTT CaM bind: 11, -2, 1, 1, -5

Additional records follow.
89. O=C(c1ccc(OCC2CCCN(C(=O)c3c(F)cccc3F)C2)cc1)N1CCOCC1 (stereo not given)
90. CC(=O)COc1ccc2c(-c3cc4cc(Cl)ccc4oc3=O)cc(=O)oc2c1
91. CSc1ccc(CNC(=O)c2cc3n(n2)CCCN(Cc2cccc(F)c2)C3=O)cc1
92. CN(C1CC1)S(=O)(=O)c1ccc(C(=O)Nc2nc(C(C)(C)C)cs2)cc1
93. CC1Cc2ccccc2N1C(=O)CN1C(=O)c2ccccc2S1(=O)=O (stereo not given)

screen / no. | 89 | 90 | 91 | 92 | 93
mHTT CaM bind | 0 | -3 | 19 | 0 | 3
Pf apPOL block | -4 | -7 | 3 | -2 | 0

Fetched by structure from the entries so far:
78. COc1ccccc1NC(=O)Nc1nnc(-c2cccc(F)c2)s1
42. O=C(O)CCCCCNS(=O)(=O)c1ccc(Cl)c(C(F)(F)F)c1
45. Cc1cccc(C=C2Oc3cc(OC(=O)c4ccco4)ccc3C2=O)c1
61. COc1cccc(I(OC(C)=O)OC(C)=O)c1
64. O=C1Nc2ccc(I)cc2C1=O
92. CN(C1CC1)S(=O)(=O)c1ccc(C(=O)Nc2nc(C(C)(C)C)cs2)cc1

screen / no. | 78 | 42 | 45 | 61 | 64 | 92
mHTT CaM bind | -8 | 0 | 16 | . | 18 | 0
Pf apPOL block | -85 | 0 | -6 | -12 | -2 | -2
